MLL CXXC-DNA inh: qHTS Fluorescence Polarization Assay for Inhibitors of MLL CXXC domain - DNA interaction | 0.037% of 290,000 active | Potency, µM (titrated, usually from 115 µM), without a hit: at the top dose activity change, negative = inhibition, hits mostly inhibitors | Histone-lysine N-methyltransferase 2A (Homo sapiens), Q03164 | MLL-CXXC / FITC-HOXA9 DNA fluorescence polarization | AID 2662, 2010; active = well fitted inhibition curve with a large enough effect in the polarisation, with a control signal flat, not every such curve was filed as active; inconclusive = small, poorly fitted or top-dose-only effect, or effect the other way, or a change in a side signal; inactive = no such curve, though single readings can be large or run the other way; the % refers to the polarisation; also: potency is read from the fitted curve at half-maximal effect
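Steps: dispense CXXC domain solution (7 uM) → pin compounds or unlabeled HOX-A9 DNA control → 5 min ambient → add FLSN-HOX-A9 solution (50 nM) → spin → 30 min ambient → fluorescence polarization. Tris pH 7.5/NaCl/DTT/BSA buffer.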
TCR activator: Activators of T cell receptors: qHTS campaign | primary human leukocytes, anti-CD3, IL-2 HTRF, 48 h | Potency, µM (titrated, usually from 9.22 µM), inactives show at the highest dose activation of IL-2 secretion, most hits filed as activators | 330,000 tested, under 10 active; also: % of control where 0% means no effect
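TCR engagement came from a-CD3 beads alone, with compounds added to primary human leukocytes for 48 hr. Secreted IL-2 bridged europium cryptate- and d2-labelled anti-IL-2 antibodies, giving FRET emission at 665nm after 320nm excitation.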
B2AR arrestin: qHTS assay of beta-arrestin-biased ligands of beta2-adrenergic receptor | Potency, µM (top dose mostly 46.1 µM), for the others: at the top dose activation, hits mostly activators | 0.02% of 330,000 active | beta-arrestin recruitment to beta2AR, cell-based reporter | Beta-2 adrenergic receptor (Homo sapiens), P07550;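 also: potency is read from the fitted curve at half-maximal effect; 0% = DMSO controls and full agonism = EC100 isoproterenol or metaproterenol; nearly all actives have a fitted effect of over 65% in size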
Target sequence (P07550 whole entry, looked up): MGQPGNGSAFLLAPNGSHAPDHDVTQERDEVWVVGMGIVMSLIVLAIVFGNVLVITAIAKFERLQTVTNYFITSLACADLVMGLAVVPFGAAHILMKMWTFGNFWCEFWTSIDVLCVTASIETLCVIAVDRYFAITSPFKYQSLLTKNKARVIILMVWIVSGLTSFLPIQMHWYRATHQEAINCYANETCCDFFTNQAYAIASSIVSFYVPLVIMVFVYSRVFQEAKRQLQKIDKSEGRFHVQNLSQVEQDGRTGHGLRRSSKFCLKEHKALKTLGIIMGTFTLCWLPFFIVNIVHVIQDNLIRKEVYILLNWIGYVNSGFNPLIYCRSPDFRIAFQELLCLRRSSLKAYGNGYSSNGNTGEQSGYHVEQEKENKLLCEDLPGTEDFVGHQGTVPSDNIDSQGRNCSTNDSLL
Integrin act MD: qHTS for Activators of Integrin-Mediated Alleviation for Muscular Dystrophy. 0.064% of 350,000 active. alpha7betagal myoblasts, beta-gal FDG fluorescence, 48 h. Potency, µM (titrated, usually from 38.3 µM), for inactives: at the top dose activation, usual class: activators;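 also: potency is read from the fitted curve at half-maximal effect; 100% = response of the positive control SU9516; nearly all actives have a fitted effect of over 60% in size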
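Alpha7betagal+/- myoblasts (passage 13) were plated 16-24 hr, then exposed to compounds (1:260 dilution of DMSO stock) for 48 hours at 37C. After MPER lysis, β-galactosidase reporter activity was read as FDG fluorescence (ex 480/em 540) after 30 minutes.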
A-T KAP1 phos: qHTS Assay for Identifying a Potential Treatment of Ataxia-Telangiectasia | Potency, µM (series often up to 57.5 µM), inactives show top-dose activation, actives largely listed as activators | 0.19% of 320,000 active | […] A-T fibroblasts, KAP-1 phosphorylation AlphaLISA; neocarzinostatin DNA damage 30 min before lysis; also: potency is read from the fitted curve at half-maximal effect; % of control where 0% means no effect; nearly all actives have a fitted effect of over 45% in size
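ATM-like activity read as KAP-1 phosphorylation via AlphaLISA donor/acceptor antibody pairs after lysis and 6 hr at 25C. Cells were ATM-null patient fibroblasts ([…], hTERT), dosed 60 min, then exposed to the DSB inducer NCS for 30 min.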
ELG1 repair inh: qHTS screen for small molecules that inhibit ELG1-dependent DNA repair in human embryonic kidney (HEK293T) cells expressing luciferase-tagged ELG1 | AID 504467, 2011 | Potency, µM (top dose mostly 46.1 µM), for inactives: top-dose activity change, negative = inhibition, usual class: inhibitors | 2.3% of 330,000 active | HEK293T ELG1-luciferase reporter, luminescence, 16 h; DNA damage induced by 5-fluorouridine; also: potency is read from the fitted curve at half-maximal effect; % is scaled to controls: 0 for no effect and ±100 for the full control effect; nearly all actives have a fitted effect of over 55% in size
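DMSO vehicle served as the neutral condition. Each well held 2,000 cells given 5-fluorouridine plus compound; after 16 hr at 37 °C/5% CO2, ONE-Glo was added and luciferase measured 30 min later.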
BRCA1 expr act: qHTS Assay to Identify Small Molecule Activators of BRCA1 Expression; MCF7-BRCA1-FFLuc reporter, luminescence, 48 h; response scale: scaled: vehicle 0%, 10 µM genistein 100%; Potency, µM (doses to about 46.1 µM), for the others: top-dose activation, most hits filed as activators; 1.1% of 380,000 active; also: potency is read from the fitted curve at half-maximal effect; nearly all actives have a fitted effect of over 80% in size; some results filed as inactive show a strong effect at the top dose
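MCF7-BRCA1-FFLuc, 2000 cells/well; 2 h attach, 37 °C/5% CO2; compound 48 h; luciferase substrate 15 min; luminescence end-point. Norm. to genistein 10 microM max activation and DMSO; concentration-response curves fitted.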
p53 reactivation: qHTS assay for re-activators of p53 using a Luc reporter. AID 504706, 2011. 0.063% of 320,000 active. Potency, µM (series often up to 92.2 µM), without a hit: top-dose activity change, positive = activation, actives largely listed as activators. H1299 p53-A138V BP100-luciferase reporter, luminescence, 24 h; also: potency is read from the fitted curve at half-maximal effect; % of control where 0% means no effect; nearly all actives have a fitted effect of over 45% in size
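p53-null H1299 cells stably carrying temperature-sensitive p53-A138V and a BP100-luciferase reporter were pinned with compounds (4-point, 1:5 series) and held 24 hrs at 37 deg C. Luminescence was read 10 min after detection reagent.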
TRPV1 ag: HTS Assay for Compounds that Act as Agonists of the Vanilloid Receptor 1. 0.19% of 320,000 active. Transient receptor potential cation channel subfamily V member 1 (Homo sapiens), Q8NER1. activation, % at 8.33 µM. TRPV1-expressing cells, Fluo-8 calcium influx, agonist mode; in the data active = activation above about 80%; inconclusive = between about 30% and that limit; also: 0% is about no effect
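Cells expressing TRPV1 were dye-loaded with Fluo-8 and read kinetically: 10 s baseline, 3 min after compound (agonist portion), then 2 min after EC20 capsaicin (allosteric enhancer portion). Calcium-bound dye fluorescence at 480/520 nm.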
PTAP TSG101 blk: qHTS Assay for Iinhibitors of HIV-1 Budding by Blocking the Interaction of PTAP/TSG101. Tumor susceptibility gene 101 protein (Homo sapiens), Q99816. 340,000 tested, under 10 active. Fluorescence polarization, FITC-PTAP peptide / Tsg101 binding. Potency, µM (titrated, usually from 115 µM), for inactives: top-dose activity change, negative = inhibition, usual class: inhibitors. AID 493005, 2010; active = well fitted inhibition curve with a large enough effect in the main read-out, with a control signal flat, not every such curve was filed as active; inconclusive = small, poorly fitted or top-dose-only effect, or effect the other way, or a change in a side signal; inactive = no such curve, though single readings can be large or run the other way; also: potency is read from the fitted curve at half-maximal effect; % of control where 0% means no effect
Target sequence (Q99816 whole entry, looked up): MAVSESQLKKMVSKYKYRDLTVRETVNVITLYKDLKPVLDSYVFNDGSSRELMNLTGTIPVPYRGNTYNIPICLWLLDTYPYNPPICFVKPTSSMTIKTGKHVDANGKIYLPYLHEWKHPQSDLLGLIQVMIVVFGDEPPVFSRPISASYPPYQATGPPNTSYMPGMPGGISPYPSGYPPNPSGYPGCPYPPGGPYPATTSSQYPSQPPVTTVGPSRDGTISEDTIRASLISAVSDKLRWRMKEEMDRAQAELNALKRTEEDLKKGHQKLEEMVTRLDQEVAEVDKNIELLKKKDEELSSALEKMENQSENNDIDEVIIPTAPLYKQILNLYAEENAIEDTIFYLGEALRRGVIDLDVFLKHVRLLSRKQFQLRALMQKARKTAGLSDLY
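Steps: Tsg101 binding domain dispensed (10 uM final), compounds pinned in DMSO, FITC-labeled PTAP-motif peptide added (50 nM final); after 20 min binding at room temperature, polarization measured.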
Starred values were filed as active, the others as inactive; ? = inconclusive; / = not tested or not shown; & = joins results of further samples; [ ] = dose if it differs, or a comment. Unless noted, calls follow the shape of the dose curve; as a rule, active = well fitted curve in the direction sought with a large enough effect; inconclusive = small, poorly fitted or top-dose-only effect, or another doubt; inactive = no such curve, though single readings can be large; an effect the other way counts as inactive or inconclusive.

Sample of the layout (seven entries):
SMILES	MLL CXXC-DNA inh	TCR activator	B2AR arrestin	Integrin act MD	A-T KAP1 phos	ELG1 repair inh	BRCA1 expr act	p53 reactivation	TRPV1 ag	PTAP TSG101 blk
CC(C)c1ccc(NC2CCCN(C(=O)c3cc(C(C)C)nc(N)n3)C2)cc1 (stereo not given)	-5%	-2%	0.2%	-13%	-1%	-4%	-8%	7%	?	-8%
CC(=O)NS(=O)(=O)c1ccc(NC(=O)/C=C/c2ccccc2Cl)cc1	-11%	3%	-0.5%	14%	0%	-9%	-55%	7%	-2	-11%
CC1CCc2cccc3c(O)cc(=O)n1c23 (stereo not given)	/	7%	/	-19%	/	/	29%	/	/	1%
O=C(C1CCN(C2CCN(Cc3ccc4cc(F)ccc4n3)CC2)CC1)N1CCCC1	5%	-3%	0.1%	-16%	2%	13µM*	-6%	-3%	-2	0%
CC(C)C(OC(=O)C1CCCO1)C(=O)NC1CCCC1 (stereo not given)	3%	/	-0.2%	-2%	6%	-1%	7%	-6%	1	/
CCOC(=O)Nc1nnc(-c2ccc(OC)c(OC)c2)s1	3%	1%	-0.4%	-16%	-1%	11%	0%	-3%	1	-9%
Cc1cc(C(=O)NC2CCCc3ccccc32)ccc1[N+](=O)[O-] (stereo not given)	3%	3%	0.6%	6%	3%	14%	-19%	-4%	?	0%

Results, repeating the preview:
SMILES	MLL CXXC-DNA inh	TCR activator	B2AR arrestin	Integrin act MD	A-T KAP1 phos	ELG1 repair inh	BRCA1 expr act	p53 reactivation	TRPV1 ag	PTAP TSG101 blk
CC(C)c1ccc(NC2CCCN(C(=O)c3cc(C(C)C)nc(N)n3)C2)cc1 (stereo not given)	-5%	-2%	0.2%	-13%	-1%	-4%	-8%	7%	?	-8%
CC(=O)NS(=O)(=O)c1ccc(NC(=O)/C=C/c2ccccc2Cl)cc1	-11%	3%	-0.5%	14%	0%	-9%	-55%	7%	-2	-11%
CC1CCc2cccc3c(O)cc(=O)n1c23 (stereo not given)	/	7%	/	-19%	/	/	29%	/	/	1%
O=C(C1CCN(C2CCN(Cc3ccc4cc(F)ccc4n3)CC2)CC1)N1CCCC1	5%	-3%	0.1%	-16%	2%	13µM*	-6%	-3%	-2	0%
CC(C)C(OC(=O)C1CCCO1)C(=O)NC1CCCC1 (stereo not given)	3%	/	-0.2%	-2%	6%	-1%	7%	-6%	1	/
CCOC(=O)Nc1nnc(-c2ccc(OC)c(OC)c2)s1	3%	1%	-0.4%	-16%	-1%	11%	0%	-3%	1	-9%
Cc1cc(C(=O)NC2CCCc3ccccc32)ccc1[N+](=O)[O-] (stereo not given)	3%	3%	0.6%	6%	3%	14%	-19%	-4%	?	0%
COc1ccccc1CCNS(=O)(=O)c1cc2c3c(c1)C(C)C(=O)N3CCC2 (stereo not given)	-1%	-5%	-0.3%	1%	-6%	?	8%	-10%	3	-2%
Cc1ccc(C)c(OCC(=O)Nc2ccc(S(=O)(=O)Nc3ncccn3)cc2)c1	26%	4%	0.0%	-23%	5%	10%	12%	0%	-2	-5%
Cn1cc(SCC(N)=O)c2ccccc21	6%	-2%	-0.6%	12%	-3%	?	3%	1%	0	-4%
COc1ccc2c3c(cccc13)C(=O)N(O)C2=O	?	-1%[46.1 µM]	0.3%	13%	-3%	-16%	-78%	?	-4	-16%
CCc1cccc(NC(=O)C2CCN(c3ncnc4sc(C)c(C)c34)CC2)c1	/	0%	-0.2%	?	-1%	?	-57%	-2%	/	-10%
CCOC(=O)CC(NC(=O)Cc1ccccc1)c1ccccc1Cl (stereo not given)	24%	-2%	-0.5%	-8%	-5%	13%	-21%	-2%	4	-5%
Cc1ccc(C)c(Cn2c(=O)n(C)c(=O)c3sccc32)c1	0%	-5%	-0.3%	22%	6%	3%	-37%	/	-3	-1%
O=C(NC(=S)NCC1CCCO1)c1ccc(Cl)cc1Cl (stereo not given)	10%	1%[46.1 µM]	0.5%	9%	1%	?	60%	?	8	-2%
CSC1=N/C(=C\c2ccc(C)s2)C(=O)S1	6%	3%[46.1 µM]	-0.2%	8%	-2%	6%	-8%	-9%	16	-1%
CS(=O)(=O)c1ccc2nc(NC(=O)c3ccc(NS(=O)(=O)c4cccc([N+](=O)[O-])c4)cc3)sc2c1	0%	-56%	-0.7%	0%	1%	1%	29%	7%	2	-1%
COC(=O)C(NS(=O)(=O)c1cccc(S(=O)(=O)NC(C(=O)OC)c2ccccc2)c1)c1ccccc1 (stereo not given)	-3%	12%	-0.1%	-6%	14%	-22%	17%	/	-1	-5%
CCOC(=O)c1sc(NC(=O)CSc2nnnn2-c2ccc(C)c(C)c2)nc1C	-3%	2%	-0.4%	-7%	-1%	-1%	-7%	-3%	0	0%
Cn1cc(CN2CCC(n3nccc3NC(=O)CCc3ccccc3)CC2)cn1	18%	-2%	-1.1%	-2%	10%	-3%	-3%	1%	1	/
COCCCNC(=O)CCC(=O)NNc1nc2ccccc2c2nc(C)nn12	-1%	5%	-0.1%	-10%	2%	-10%	-3%&3%	-2%	0	-1%
CCNS(=O)(=O)c1ccc(NC(=O)Cn2nc(C(F)(F)F)cc2C)cc1	0%	6%	-0.2%	-13%	0%	-2%	-9%	-19%	-1	0%
Cc1ccc(Nc2nnc(C)c(=O)[nH]2)cc1	7%	14%	0.4%	1%	2%	-5%	-25%	3%	-6	-1%
CN(C)Cc1c(C(=O)N/N=C/c2ccncc2)nnn1-c1nonc1N	0%	1%	0.2%	-44%	-5%	-4%	-9%	-3%	1	1%
CCOC(=O)c1c(NC(=O)Cn2nnc(-c3ccc(Cl)cc3)n2)sc(C)c1C	-6%	4%	-0.1%	13%	3%	-5%	-1%	-9%	-6	0%
CCN(CC(=O)Nc1c(F)cccc1F)C(=O)CCSc1ccc(C)cc1	/	8%	0.2%	-22%	2%	-14%	-10%	-6%	-2	0%
Oc1ccc(/C=N/Nc2nc(-c3cccnc3)nc3ccccc23)c(O)c1	20%	5%	0.3%	7%	-13%	16µM*	76%	19%	17	1%
Cc1occc1C(=O)Nc1nnc(-c2ccncc2)s1	5%	1%	0.0%	18%	5%	-1%	50%	?	2	-1%
CC1(C)O[C@@H]2[C@H](O1)[C@@H](CO)O[C@H]2n1cnc2c(N)ncnc21	/	10%	0.0%	5%	-4%	10%	-1%	-8%	-2	-4%
O=C(Nc1ccc2nn(-c3ccccc3)nc2c1)c1ccc(Br)o1	54%[activator]	-6%	0.4%	0%	-1%	-2%	?	?	-7	0%
CCc1ccccc1N(CC(=O)NCc1ccccc1)C(=O)CCC(=O)Nc1ccccn1	-5%	0%	-1.0%	14%	4%	12%	0%	-3%	2	-7%
COc1ccc(CN2CC(C(=O)NCc3ccc4c(c3)OCO4)CC2=O)cc1 (stereo not given)	0%	3%	0.3%	7%	/	4%	-4%	0%	3	-5%
C/C(=N\NC(=S)NCc1ccccc1)c1ccc2c(c1)OCCO2	6%	7%	-0.2%	17%	-4%	?	-1%	18%	1	-1%
C=CCn1c(=O)c(CCC(=O)Nc2ccc(N3CCOCC3)cc2)nc2cc(C(F)(F)F)ccc21	0%	-2%	0.8%	-10%	-5%	?	3%	-3%	25	-5%
CC(=O)c1cccc(N(CC(=O)Nc2cccnc2)S(C)(=O)=O)c1	-18%	/	0.5%	13%	1%	12%	-2%	-3%	-4	-9%
Cc1cn(CCOc2ccc(Cl)cc2)c(=O)[nH]c1=O	-6%	3%	-1.1%	23%	-5%	17%	1%	-7%	1	-5%
Cc1nc(C)c(C(=O)Nc2ccccc2)s1	14%	2%	-0.1%	12%	14%	?	56%	4%	-2	1%

From PubChem
